Bioassay records (PubChem)
E coli Lon inh: inhibits E. coli Lon protease. hit rate 0.42% among 360,000. purified E. coli Lon protease, fluorescence polarization. AID 602123. inhibition, % at 7.94 µM; in the data active = inhibition above about 13%, passing the limit was not always enough;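 also: 0% = enzyme with probe and DMSO and 100% = no enzyme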
CSN deneddyl inh: inhibitors of human CSN-mediated cullin deneddylation; Q92905; Purified CSN, SCF-Nedd8-OG deneddylation, fluorescence polarization; inhibition, % at 12.5 µM; hit rate 0.38% among 360,000; AID 651999;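 active = pattern-corrected inhibition above about 35%, with an unprinted fluorescence ratio check between 0.5 and 1.5, limit read from the data, passing the limit was not always enough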;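 also: 0% = enzyme with substrate and 100% = substrate without enzyme; some results filed as inactive read as strong as hits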
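Assay system: purified human Csn5 enzyme expressed in HEK293T cells; Input: 0.24 nM Csn5 enzyme, final concentration; Reagent: 10 nM SCFSkp2-Nedd8OG; Compound dosing: 12.5 µM single point; Times: reaction 90 min, room temperature; Technique: fluorescence polarization readout.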
PABP1 MLLE inh: inhibitors of microRNA-mediated deadenylation, human PABP1 MLLE binding; P11940; GST-MLLE / FITC-PAM2 fluorescence polarization; inhibition, % at 20 µM; hit rate 0.36% among 360,000; AID 588489; in the data active = inhibition above about 35%, passing the limit was not always enough;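 also: plate controls were DMSO wells with GST-MLLE for no effect and wells lacking GST-MLLE protein for full effect; some results filed as inactive read as strong as hits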
FAS TE block: inhibitors of human fatty acid synthase thioesterase domain | inhibition, % at 15 µM | hit rate 0.67% among 360,000 | recombinant FAS-TE, OMFH fluorogenic substrate, fluorescence endpoint;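 active = compounds whose normalised, plate-corrected inhibition of enzyme fluorescence in the single-dose primary screen is 50% or more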;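 also: 0% = DMSO with enzyme and 100% = substrate without enzyme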
MsrA inhibitor: bovine MsrA inhibition; inhibition, % at 15.5 µM; hit rate 0.75% among 360,000; purified bovine MsrA, absorbance read-out; in the data active = inhibition above about 4.5%;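 also: 0% = vehicle wells with enzyme and 100% = reference inhibitor wells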
Rpn11 block: blocks the human proteasome subunit Rpn11; O00487; human 26S proteasome, Ub4-pepOG fluorescence polarization; 20S core pre-blocked with epoxomicin; calls only at 20 µM; hit rate 0.59% among 360,000;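 active = inhibition at 20 µM, scaled to each plate's controls, above about 33%, limit read from the data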
MT1-MMP act inh: blocks activation of human MT1-MMP; GFP/RFP ratio change, % at 20 µM; AID 651647; HT1080 RFP-PRO-GFP cells, GFP/RFP ratio fluorescence, overnight; percent of plate control window, DMSO zero; hit rate 0.061% among 360,000; P50281;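 active = GFP/RFP ratio change of at least 30% with cell ATP level not reduced by more than half and red fluorescence within 50% of control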; also: strong numbers were not always called active
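Material – HT1080 RFP-PRO-GFP cells · Control set – DMSO wells and RFP-L50D-GFP cells · Incubation – overnight cell settling, then overnight compound exposure, 37 °C, 5% CO2 · Compound dosing – single-point 20 µM compound, 1% DMSO · Read-out – GFP/RFP fluorescence ratio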
MsrA act: activates bovine MsrA enzyme. purified bovine MsrA, absorbance read-out. activation, % at 10.6 µM. hit rate 0.3% among 360,000. AID 602163; in the data active = activation above about 7.5%;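 also: 0% = vehicle and 100% = reference activator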
Rin1-Abl PPI inh: blocks binding of human Rin1 to Abl; inhibition, % at 7.35 µM; TR-FRET Rin1/Abl binding, biochemical; hit rate 0.4% among 360,000; in the data active = inhibition above about 5%, passing the limit was not always enough
The depositor's hits bear a star; i = inactive; nt = not tested or not shown.

Every second line gives: Rpn11 block, PABP1 MLLE inh, MsrA inhibitor, MsrA act, E coli Lon inh, Rin1-Abl PPI inh, CSN deneddyl inh, MT1-MMP act inh, FAS TE block
1: COc1ccccc1N1CCN(C(=O)CCCn2c(=O)[nH]c3ccsc3c2=O)CC1
  i, -1.9, -1.1, -4.8, 0.0, 0.0, 5.9, 2.3, -0.9
2: O=c1cc(NCc2ccco2)[nH]c(=O)n1-c1ccc(Br)cc1
  i, -14.9, 1.0, -0.4, -6.6, -5.2, 9.1, -14.8, -4.9
3: Cc1ccc(-c2c(C)sc3nc(CN4CCN(CC(=O)NC5CC5)CC4)[nH]c(=O)c23)cc1
  i, -15.6, 0.1, -1.1, -10.9, 0.3, 4.8, -5.2, -6.8
4: CCn1c(=O)n(CC)c2cc(S(N)(=O)=O)ccc21
  i, 2.4, 0.2, -1.1, -11.3, 0.7, 9.4, -4.4, -0.7
5: COc1cc(OC)c(NC(=O)c2ccc3c(SCC(=O)O)c4c(nc3c2)CCCC4)cc1Cl
  i, 1.0, 1.4, -2.4, -12.1, 2.7, 8.3, 3.4, 1.9
6: Nc1cc(=O)[nH]c(SCC(=O)Nc2ccc(Cl)c(Cl)c2)n1
  i, -7.7, -0.6, -0.6, -11.3, -7.0, -1.5, 3.4, -4.8
7: Cc1ccccc1C(=O)NC1CCN(C(=O)Nc2ccc(F)cc2)CC1
  i, 5.9, -1.0, -1.6, -1.3, 5.3, 1.8, 0.9, -5.2
8: CCC[C@@H](CN1CCC[C@H]1CN1C(N)=NC[C@@H]1Cc1ccccc1)N1C[C@@H](Cc2ccccc2)N(CCCC2CCCC2)C1=N
  i, -1.4, nt, -0.8, 0.3, 0.2, 3.4, 4.3, -95.4
9: CS(=O)(=O)NCCOc1ccc(S(=O)(=O)NCCOc2ccccc2)cc1
  i, -5.1, 1.0, -3.7, -17.5, -1.6, -11.7, -3.7, -5.1
10: Cc1ccc(C(=O)N/C(=C\c2cn(C)c3ccccc23)C(=O)NCCN2CCOCC2)cc1
  i, -15.6, 2.1, -7.0, -52.0, -5.2, 7.2, -7.6, -1.6
11: O=C(NCCCc1ccccc1)C1CCN(S(=O)(=O)c2ccc(F)cc2)CC1
  i, -0.7, 1.1, -3.1, -5.2, -3.5, 2.4, -2.5, 7.2
12: CC(=O)Nc1ccc(S(=O)(=O)NCc2ccccn2)cc1
  i, 5.6, -0.5, -4.1, 9.7, -0.8, -4.1, -4.3, -4.7
13: Nc1ccccc1SC(CC(=O)c1ccccc1)c1ccccc1 (centres undefined)
  i, 38.9, nt, 7.9*, -6.8, 0.2, -0.2, -0.8, 23.7
14: Cc1ccc(CNC(=O)[C@@H](NC(=O)C2CCN(C(=O)[C@@H]3CCCN3)CC2)C(C)C)cc1
  i, 9.6, 0.3, -6.7, 3.6, -0.2, 0.9, 2.1, -7.6
15: COc1ccc(N2CCN(C(=O)COC(=O)c3cc(S(=O)(=O)N(C)C)ccc3N3CCCC3)CC2)cc1
  i, -4.9, 1.0, 1.2, -11.4, -2.8, -1.2, -3.0, 13.6
16: COc1ccc(OC)c(NS(=O)(=O)c2c(C(=O)N3CCCCCC3)c(C)n(C)c2C)c1
  i, -14.2, 0.4, -2.9, 8.7, -1.5, 0.1, -2.7, -3.9
17: Cc1ccc(CN2CCNC(=O)C2CC(=O)NC2CCCCCC2)cc1 (centres undefined)
  i, 2.7, -0.7, -1.3, 5.5, -3.3, 0.1, 0.6, -0.9
18: C/C(=N\NC(=S)NC1CCCCC1)c1ccc(OC(F)F)cc1OC(F)F
  i, 4.3, 1.2, -1.3, 1.3, 0.7, 3.1, -9.7, 57.0*
19: CC1CCN(C(=O)c2[nH]cnc2C(=O)NCc2ccc(CNC(=O)OC(C)(C)C)cc2)CC1
  i, 0.4, 0.6, -1.4, -2.5, 4.2, 3.4, 1.0, -14.4
20: OCCNc1ncnc2c1ncn2[C@H]1CN(Cc2ccc(-c3ccccc3)cc2)C[C@@H](CO)O1
  i, 9.4, nt, -1.5, -5.8, 24.2*, -2.2, -1.5, -5.4
21: CC1=C[C@H]2OC(=O)[C@@H](C)[C@H]2C[C@@H]2[C@H]1C[C@@H](O)[C@@]2(C)O
  i, -143.4, 0.4, 0.1, -1.8, -1.8, -0.4, -1.9, -5.8
22: Cc1ccc(C(=O)N(CCC2=CCCCC2)c2c(N)n(Cc3ccccc3)c(=O)[nH]c2=O)o1
  i, -2.2, 1.2, -2.8, -17.9, 0.0, 2.6, -1.5, -2.1
23: CC/C(CC(C)(C)c1ccccc1)=N\O
  i, 8.9, 0.2, -3.8, 2.6, 6.0, 2.7, -2.7, -9.4
24: Cc1ccc(COc2coc(CO)cc2=O)cc1
  i, -9.0, 1.2, 2.1, 1.3, 4.9, 1.1, 2.6, -6.4
25: CCOC(=O)C1CCN(C(=O)CN2C(=O)NC3(CCCCC3)C2=O)CC1
  i, -3.7, 0.2, 1.0, -13.8, 1.7, -6.0, 3.2, -4.6
26: COc1ccc(C2Nc3ccccc3C(=O)N2Cc2ccco2)cc1COc1ccccc1F (centres undefined)
  i, -5.5, 1.0, -4.0, -9.6, 6.1, 1.1, -5.3, 20.8
27: COc1ccc(-c2nnc(SCc3cccc(C)c3)n2N)cc1
  i, -17.1, -1.0, -1.1, -4.5, -2.2, -0.9, 3.0, -7.2
28: COc1ccc(NC(=O)CCNS(=O)(=O)c2cc(Br)cnc2N)cc1OC
  i, -12.7, 0.0, -4.3, -3.5, 4.2, 4.7, 3.5, -4.5
29: CC(Sc1nnc(CNC(=O)c2ccco2)n1C)C(=O)Nc1nccs1 (centres undefined)
  i, 4.0, 1.2, -2.7, 0.2, 1.0, -4.7, -0.4, -3.8
30: COc1ccc(NC(=O)N(C)C[C@@H]2OCc3cnnn3CCCC(=O)N([C@@H](C)CO)C[C@H]2C)c(OC)c1
  i, -0.3, -0.2, -3.2, 5.3, -2.8, 2.9, 1.0, -12.4
31: CCOc1cc(/C=C/c2ccc3cccc([N+](=O)[O-])c3n2)ccc1O
  i, 5.2, 3.1, -8.3, -5.1, 0.0, -8.1, 2.3, 11.5
32: CC(Sc1cnccn1)C(=O)O (centres undefined)
  i, -2.0, 1.6, -2.7, 3.9, -1.0, 8.5, -0.5, -1.3
33: COC(=O)C[C@H]1C[C@@H]2c3cc(N(C)C)ccc3O[C@@H]2[C@H](CO)O1
  i, 17.0, -0.7, -2.6, 5.5, -1.8, -0.2, 2.4, -6.4
34: COc1ccc(Br)cc1C(=O)O
  i, 9.1, -1.5, -1.6, 0.1, -0.8, 3.2, 4.4, -11.8
35: CCC(=O)Nc1c(-c2ccccc2Cl)c(=O)c2ccccc2n1C
  i, 4.9, 2.0, -3.2, 3.7, -1.9, 3.2, 0.2, -8.1
36: O=C(NCc1ccccn1)c1cccc(S(=O)(=O)NCc2ccccc2)c1
  i, -6.7, 0.2, -1.6, 0.7, -1.2, 0.4, 2.7, -6.4
37: Cc1ccc(N(CC(=O)NC(C)C)C(=O)CCC(=O)Nc2nccs2)cc1C
  i, 1.8, 0.0, -3.4, -2.9, -1.6, 4.8, -2.0, -6.7
38: O=[N+]([O-])c1cc(Cl)ccc1N1CCCCC1
  i, -0.9, -0.8, -8.6, 4.6, 0.5, -7.1, -1.0, 14.5
39: N#CCSc1nc(Nc2ccc3c(c2)OCO3)c2ccccc2n1
  i, -1.1, nt, -4.4, -0.7, -1.4, -2.8, -9.8, 19.9
40: Cc1cc(Cl)c(OCCOCCN2CCNCC2)c(Cl)c1
  i, -10.1, -0.3, -1.1, -2.3, 4.2, 105.6, 2.7, 0.2

Next part (3 carried over from the part before).
Every second line gives: Rpn11 block, PABP1 MLLE inh, MsrA inhibitor, MsrA act, E coli Lon inh, Rin1-Abl PPI inh, CSN deneddyl inh, MT1-MMP act inh, FAS TE block
38: O=[N+]([O-])c1cc(Cl)ccc1N1CCCCC1
  i, -0.9, -0.8, -8.6, 4.6, 0.5, -7.1, -1.0, 14.5
39: N#CCSc1nc(Nc2ccc3c(c2)OCO3)c2ccccc2n1
  i, -1.1, nt, -4.4, -0.7, -1.4, -2.8, -9.8, 19.9
40: Cc1cc(Cl)c(OCCOCCN2CCNCC2)c(Cl)c1
  i, -10.1, -0.3, -1.1, -2.3, 4.2, 105.6, 2.7, 0.2
41: N#Cc1cn(-c2ccccc2)nc1C(=O)c1ccccc1
  i, -6.7, 0.2, -2.0, 0.2, 2.4, 1.9, -3.6, 47.9
42: COc1cc(NC(=O)c2ccc3nsnc3c2)cc(OC)c1OC
  i, -4.7, 1.3, -4.1, -8.3, -0.5, -0.1, 6.2, 0.8
43: CCOC(=O)c1ccc2[nH]c3ccccc3c2c1
  i, -9.8, 0.3, -0.1, -6.3, 0.7, 1.0, 1.5, 18.6
44: O=C(C1=C[C@H](c2ccc(Br)cc2)C[C@H](OCCCCO)O1)N1CCN(Cc2ccc3c(c2)OCO3)CC1
  i, -4.1, nt, -1.3, -4.2, 1.3, 0.6, -2.0, 17.4
45: CC1CCN(C(=O)CSc2nnc(CNC(=O)c3c(F)cccc3F)o2)CC1
  i, 1.4, 0.6, -1.7, -1.5, 0.9, -0.2, -1.2, -3.8
46: CCS(=O)(=O)NCC(c1ccco1)N1CCN(c2ccccc2F)CC1 (centres undefined)
  i, 7.8, -0.9, -4.2, -10.2, -4.7, -0.7, 12.0, -4.4
47: CC1N(C)c2cc(NC(=O)c3ccco3)ccc2C1(C)C (centres undefined)
  nt, -80.7, -0.4, -1.3, -11.6, -0.3, 102.4, 59.4, -11.9
48: Nc1c(C(=O)Nc2cccc(F)c2)nnn1-c1cccc(C(F)(F)F)c1
  i, -7.7, 0.1, 0.0, -1.6, 0.4, -5.7, 5.6, -8.3
49: OC(c1cccc(Cl)c1)c1nc(/C=C/c2ccccc2)cs1 (centres undefined)
  i, -21.0, -0.3, -4.9, -6.2, 1.2, 0.9, 6.8, 19.3
50: CSc1nc2sc3c(c2c(=O)n1C)CCCC3
  i, -10.0, -1.5, -1.8, -15.5, 1.3, 4.8, 5.4, 4.9
51: CCN(CC)S(=O)(=O)c1ccc(C(=O)/C=C/c2ccc(-c3ccc([N+](=O)[O-])cc3)o2)cc1
  i, -49.8, -0.7, -1.8, -35.9, 0.9, 7.3, -2.9, 19.5
52: Cc1cccc(C(=O)c2cnc3ccccc3c2-c2ccccc2)c1
  i, 17.6, -0.6, 5.3, -2.3, 0.8, -5.1, -3.8, 24.0
53: O=C(Nc1ccc(C(=O)N2CCOCC2)cc1)c1cccc([N+](=O)[O-])c1
  i, -1.3, 0.2, -1.7, 2.5, -1.3, -2.2, -0.3, 12.4
54: CC1CCC2(CC1)Nc1ccccc1C(=O)N2c1ccccc1 (centres undefined)
  i, 2.6, 1.1, -3.5, -5.5, 2.0, 1.3, -3.8, -3.3
55: COC(=O)c1ccc(COC(=O)c2cccn2C)o1
  i, 7.8, -0.3, -3.3, -0.2, 3.0, -0.4, -6.3, 0.8
56: CCc1ccc(C2c3[nH]c4ccccc4c3CCN2C(=O)c2cc[n+]([O-])cc2)cc1 (centres undefined)
  i, 5.6, 0.2, -3.9, 0.5, -5.3, -1.5, -4.6, 7.7

Quoted at random: 3 compounds from above, in no set order.
Every second line gives: Rpn11 block, PABP1 MLLE inh, MsrA inhibitor, MsrA act, E coli Lon inh, Rin1-Abl PPI inh, CSN deneddyl inh, MT1-MMP act inh, FAS TE block
50: CSc1nc2sc3c(c2c(=O)n1C)CCCC3
  i, -10.0, -1.5, -1.8, -15.5, 1.3, 4.8, 5.4, 4.9
41: N#Cc1cn(-c2ccccc2)nc1C(=O)c1ccccc1
  i, -6.7, 0.2, -2.0, 0.2, 2.4, 1.9, -3.6, 47.9
43: CCOC(=O)c1ccc2[nH]c3ccccc3c2c1
  i, -9.8, 0.3, -0.1, -6.3, 0.7, 1.0, 1.5, 18.6
